M1 antag: antagonists of rat M1 muscarinic receptor; Muscarinic acetylcholine receptor M1 (Rattus norvegicus), P08482; 64,000 compounds, 3.4% hits; CHO-M1 cells, Fluo-4 calcium, ACh EC80 antagonist mode; stronger effect = lower value; B-score at 10 µM;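 active = calcium fluorescence response, raw or row-and-column corrected B-score, differing from the plate sample mean either way at a set confidence level, mostly lower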
HEK293 NFkB inh: inhibitors of PMA/ionomycin-induced NF-kB reporter, primary screen, antigen receptor NF-kB inhibitor project, cell-based, HEK-293 luciferase reporter, luminescence; HEK-293 NF-kB luciferase reporter; inhibition, % at 3 µM; 62,000 compounds, 0.21% hits; AID 465, 2006;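 active = inhibition above the mean of all tested compounds plus 3 SD, cut at about 40% in these data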;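 also: 0% = stimulated DMSO wells and 100% = 10 µM reference inhibitor 5653914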
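Timing: 1 h pretreatment, 16 h stimulation, 37 °C; system: HEK-293 cells with stable firefly luciferase reporter driven by four HIV NF-kB elements; doses: 3 µM once, 0.30% DMSO; measured by: luciferase luminescence; control set: DMSO and 10 µM reference inhibitor; repeats: single test; reagent: PMA plus ionomycin mix as NF-kB-activating stimulus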
S1P1 ag pot: S1P1 agonists and agonism potentiators, primary screen, cell-based, primary and confirmation screens, CRE-bla reporter; S1P1 CRE-bla cells, forskolin, beta-lactamase FRET, potentiator mode; S1P1 agonist co-added at EC20, 2 nM; 100% = saturating reference agonist, 0% = basal; 56,000 compounds, 0.57% hits; AID 449, 2006; Sphingosine 1-phosphate receptor 1 (Homo sapiens), P21453; activation, % at 9.5 µM;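 active = activation above a cutoff set at the mean activation of all tested compounds plus 3 SD, cut at about 54% in these data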;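 also: forskolin at 4 µM as EC80 and the EC20 agonist is SEW2871; 100% = SEW2871 at its EC100 plus forskolin at EC80; some compounds past the cut are filed as inactive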
Target sequence (P21453 whole entry, looked up): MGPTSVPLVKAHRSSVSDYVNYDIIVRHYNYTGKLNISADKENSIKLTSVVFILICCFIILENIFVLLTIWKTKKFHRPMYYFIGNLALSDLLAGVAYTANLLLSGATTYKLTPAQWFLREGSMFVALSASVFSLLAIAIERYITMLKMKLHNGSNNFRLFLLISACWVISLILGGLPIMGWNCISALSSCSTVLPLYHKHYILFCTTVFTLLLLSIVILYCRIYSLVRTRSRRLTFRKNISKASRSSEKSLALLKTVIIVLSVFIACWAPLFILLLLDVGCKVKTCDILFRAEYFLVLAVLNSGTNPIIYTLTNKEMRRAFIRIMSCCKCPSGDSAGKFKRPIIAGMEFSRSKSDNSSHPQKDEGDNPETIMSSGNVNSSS
S1P3 agonist: human S1P3 receptor agonists, primary screen, cell-based, primary and confirmation, NFAT-BLA reporter; S1P3 NFAT-BLA reporter cells, agonism, FRET ratio; relative to 1 µM S1P, basal subtracted; Sphingosine 1-phosphate receptor 3 (Homo sapiens), Q99500; AID 373, 2006; activation, % at 4.5 µM; 60,000 compounds, 0.1% hits;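 active = activation above the screen-wide mean plus 3 SD, cut at about 4.5% in these data, passing the limit was not always enough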; also: some compounds called inactive have numbers as strong as hits
Target sequence (Q99500 whole entry, looked up): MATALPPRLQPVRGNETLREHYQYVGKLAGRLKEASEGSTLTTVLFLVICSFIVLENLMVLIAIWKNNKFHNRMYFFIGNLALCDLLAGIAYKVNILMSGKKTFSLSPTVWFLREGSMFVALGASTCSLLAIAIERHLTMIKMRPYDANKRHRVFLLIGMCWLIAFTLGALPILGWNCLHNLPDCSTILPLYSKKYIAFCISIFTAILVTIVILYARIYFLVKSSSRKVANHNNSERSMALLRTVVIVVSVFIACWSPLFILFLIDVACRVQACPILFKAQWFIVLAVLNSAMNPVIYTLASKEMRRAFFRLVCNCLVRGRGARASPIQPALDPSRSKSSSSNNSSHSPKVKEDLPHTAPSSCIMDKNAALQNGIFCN
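Assay system: CHO cells stably expressing human S1P3, Gα16 and NFAT-β-lactamase reporter. Timing: overnight plating, 4 h compound 37 °C, 2 h substrate RT. Signal: β-lactamase FRET emission ratio 460/535 nm. Measure: percent activation versus median 1 µM S1P response, basal-subtracted, per plate. Repeats: primary screen single test, confirmation screen in triplicate.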
HER2 expr 66K: inhibitors of Her2 protein expression, primary screen, SKBR-3 cells, AlphaScreen, 66K library; HER2 level % of control, % at 10 µM; AID 645, 2007; Receptor tyrosine-protein kinase erbB-2 (Homo sapiens), P04626; SKBR-3 HER2 protein level, 18-24 h; stronger effect = lower value; 65,000 compounds, 0.69% hits;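 active = HER2 level under 5% of the carrier-only control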;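 also: 100% = DMSO carrier and 0% = 500 nM PU-H71 HSP90 inhibitor; lower value means stronger loss of Her2 protein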
5HT1E antag: 5-HT1E receptor antagonists, primary screen, cell-based, HTS; AID 571, 2007; CHO 5-HT1E Ga15 NFAT-bla reporter, FRET, antagonist; inhibition, % at 6 µM; 65,000 compounds, 0.99% hits;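 active = inhibition above a set limit, the mean inhibition across every tested compound plus 3 SD, cut at about 29% in these data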;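 also: signal is the 460 over 535 nm emission ratio of beta-lactamase substrate; 0% = agonist plus DMSO wells and 100% = wells without agonist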
Jurkat tox 60K: cytotoxicity toward Jurkat T cells, primary screen, cytotoxicity control, cell-based, Jurkat E6.1, 60K MLSMR library; inhibition, % at 4 µM; Jurkat E6.1 viability, ATP luminescence, 48 h; 56,000 compounds, 1.2% hits;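 active = inhibition above the mean inhibition of all tested compounds plus 3 SD, cut at about 28% in these data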
5HT1E ag: 5-HT1E receptor agonists, primary screen, cell-based, HTS. 5-hydroxytryptamine receptor 1E (Homo sapiens), P28566. CHO 5-HT1E Ga15 NFAT-bla reporter, FRET; 0% DMSO wells, 100% control agonist wells. activation, % at 6 µM. 65,000 compounds, 0.69% hits. AID 574, 2007;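 active = activation above a set limit, the screen-wide mean activation plus 3 SD, cut at about 8.5% in these data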;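 also: 100% = positive control agonist at 1 µM giving full maximal response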
M1 agonist: M1 muscarinic receptor agonists, primary screen, CHO-M1 cells, Fluo-4 calcium, agonist mode; Muscarinic acetylcholine receptor M1; B-score at 10 µM; Fluo-4 calcium fluorescence; stronger effect = higher value; AID 626, 2007; 64,000 compounds, 3% hits;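 active = fluorescence rise, raw or as B-score row- and column-corrected plate score, outside the 99.7% band of its plate's samples, either direction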
Active calls of the source: *; nt = not tested or not shown. The order is random. Share with any hit: about 9.2%.

SMILES | M1 antag | HEK293 NFkB inh | S1P1 ag pot | S1P3 agonist | HER2 expr 66K | 5HT1E antag | Jurkat tox 60K | 5HT1E ag | M1 agonist
O=C(CN1C2CCCC1CC(NC(=O)c1ccco1)C2)Nc1ccccc1C(F)(F)F (centres undefined) | 1.07 | 5.7 | -3.5 | 0.2 | 97.6 | -2.8 | -7.4 | -0.9 | 0.0176
Cc1noc(C)c1S(=O)(=O)N1CCC(C(=O)N2CCN(Cc3ccc4c(c3)OCO4)CC2)CC1 | 0.0217 | 22.8 | nt | nt | 114.6 | -3.0 | nt | -0.1 | -0.21
CCOC(=O)COc1ccc(S(=O)(=O)Nc2ccc3c(c2)OCO3)cc1 | 0.194 | 12.3 | -6.8 | -0.4 | 48.3 | 0.3 | 7.2 | -0.5 | -0.627
Cc1nc(SCc2ccccc2C)n[nH]1 | 0.375 | 10.3 | 0.8 | -0.5 | 102.8 | 10.0 | 1.3 | -0.1 | 0.663
Cc1ccc(S(=O)(=O)N(CC(=O)N2CCOCC2)CC(=O)N2CCOCC2)cc1 | 0.409 | 6.6 | -1.1 | 0.1 | 66.1 | 9.6 | 3.4 | 0.7 | 0.642
CN(C(=O)COc1cccc(Br)c1)C1CCS(=O)(=O)C1 (centres undefined) | 1.66 | -6.6 | -25.7 | 0.1 | 73.8 | 7.4 | -1.0 | 0.2 | 0.394
COc1ccc(/C(O)=C(\C#N)c2nc3ccccc3n2C)cc1OC | nt | 4.3 | -26.0 | 0.0 | 84.6 | 11.9 | -2.6 | 0.4 | nt
Cc1ccsc1C(=O)OCC(=O)c1cc(C)n(CC2CCCO2)c1C (centres undefined) | -0.425 | 55.2* | 57.0* | -1.3 | 77.4 | -2.5 | 6.4 | 0.2 | -0.102
O=C(O)CC(c1ccccc1)n1cccc1 (centres undefined) | -0.181 | 22.1 | -6.3 | -0.4 | 74.1 | 8.7 | 0.0 | 0.2 | -0.48
CC(C)(C)C(=O)/C=c1\[nH]c(=O)/c(=C\c2ccc(C#N)cc2)s1 | -0.694 | 9.3 | 7.0 | 0.0 | 36.1 | 11.7 | 4.9 | 0.3 | -1.77
COc1ccc(CNC(=O)CCCNS(=O)(=O)c2cccc3nonc23)cc1 | -0.416 | 20.7 | nt | nt | 119.0 | -3.4 | nt | -0.7 | -1.08
CCCc1ncc(C(O)c2ccc(OC)cc2)n1C (centres undefined) | 0.161 | 0.0 | -4.7 | -1.8 | 90.5 | 8.0 | 15.1 | -0.3 | -0.0642
COC(=O)c1sc(NC(=O)c2ccoc2C)nc1C | 0.334 | -10.2 | -5.7 | -0.5 | 69.0 | 2.2 | 10.4 | -1.6 | 0.587
CCNc1ccc(C(=O)OCC)cc1NC(=O)c1cc(S(=O)(=O)N2CCOCC2)ccc1C | -0.0584 | 18.2 | nt | nt | 248.6 | 4.2 | nt | 0.1 | 0.176
Cc1ccc(-c2nn3c(-c4ccco4)nnc3c3ccccc23)cc1S(=O)(=O)NCC1CCCO1 (centres undefined) | -0.951 | 25.3 | -11.8 | -0.8 | 65.8 | 14.7 | 6.9 | -0.1 | 5.26*
NC(=O)c1c(NC(NC(=O)c2ccco2)(C(F)(F)F)C(F)(F)F)sc2c1CCCC2 | -0.609 | 14.0 | 3.3 | -0.4 | 134.8 | 1.0 | -3.6 | -1.3 | -0.761
CN(C(=O)c1cccc(C#N)c1)c1nnc(-c2ccccn2)s1 | 0.197 | -0.8 | -5.0 | -0.5 | 138.2 | 10.3 | -1.1 | -0.6 | 0.00485
CCOC(=O)c1cccc(NC(=O)CS(=O)(=O)Cc2nc(-c3cccc(OC)c3)oc2C)c1 | -0.954 | 8.1 | -7.7 | -0.3 | 108.0 | 3.3 | 1.7 | -1.6 | 1.15
CCN(CCNC(=O)C1CCCN(S(=O)(=O)c2cnc[nH]2)C1)c1ccccc1 (centres undefined) | 0.538 | 15.8 | -6.2 | 0.4 | 86.7 | 3.0 | -15.0 | 1.2 | 0.144
O=CN1Cc2[nH]c3ccccc3c2N(c2ccc(Cl)cc2)C1=O | -0.0465 | 15.3 | -4.5 | -0.6 | 104.8 | 4.1 | 2.0 | 0.1 | 4.77*
c1ccc(Oc2cccc(OCCn3cncn3)c2)cc1 | 0.658 | 10.4 | -9.1 | -0.9 | 44.5 | 2.5 | 4.3 | -0.4 | -0.213
Cc1nnc2sc(-c3cccc(NC(=O)c4ccc(-c5cccc(Cl)c5)o4)c3)nn12 | 0.405 | 7.9 | nt | 0.2 | 85.3 | 5.6 | 0.9 | -1.0 | -0.0385
C=CCn1cc(C(=O)NCc2ccco2)c(=O)c2cc(S(=O)(=O)N3CCCCCC3)ccc21 | -0.494 | 14.1 | 3.9 | -0.5 | 70.4 | -0.4 | 16.4 | -0.2 | -0.111
O=c1c2ccccc2nc(CSc2nnnn2-c2ccccc2)n1-c1ccccc1 | -0.311 | 3.7 | -10.5 | 0.0 | 66.2 | -9.1 | -1.7 | -0.9 | -1.38
O=C(O)C1C(c2ccccc2)C(C(=O)OCc2ccco2)C1c1ccccc1 (centres undefined) | nt | 7.0 | -7.7 | -0.9 | 86.1 | 4.8 | 6.0 | -0.6 | nt
CSC(=Nc1ccccc1)C1=C(O)COC1=O | 0.000936 | nt | -11.1 | -2.7 | 137.2 | 2.6 | nt | -0.9 | -0.384
Clc1ccccc1Cn1nnc2c(NCCN3CCOCC3)ncnc21 | -0.935 | 6.8 | -1.8 | -0.8 | 104.4 | 5.6 | 1.5 | 0.1 | -0.5
COc1ccc(OC)c2sc(NC(=O)CCS(=O)(=O)c3ccccc3)nc12 | 0.607 | 6.3 | -10.4 | 0.2 | 31.1 | 11.7 | -6.4 | 0.8 | 0.483
O=C(Cn1cccc1)N1CCc2ccccc21 | -0.0988 | 14.3 | 3.8 | -0.2 | 103.8 | 8.4 | 1.7 | -1.4 | 0.628
CCc1nc2ccccc2n1Cc1ccccc1OC | -0.621 | 9.3 | 12.8 | -0.3 | 88.4 | 1.2 | 1.4 | 0.8 | -0.303
COc1ccc(CCn2nnnc2C(CC(C)C)N2CCC(C(N)=O)CC2)cc1OC (centres undefined) | -0.0272 | 6.7 | -30.6 | 0.1 | 91.2 | -8.2 | 1.3 | 1.0 | -0.204
CCCCNC(=O)Nc1ccc(Br)cn1 | 0.297 | 4.7 | nt | nt | 85.4 | 6.8 | nt | 0.1 | 0.0749
CCCOc1cccc(C2C(C(=O)c3ccc(C)o3)=C(O)C(=O)N2CCCN(C)C)c1 (centres undefined) | 0.125 | nt | -1.0 | -3.0 | 67.7 | -0.3 | nt | 0.1 | -0.49
Cc1onc(-c2ccccc2)c1C(=O)Nc1ccc(-c2nnc3n2CCCCC3)cc1 | 0.342 | 12.7 | 3.1 | -0.1 | 229.5 | 5.6 | -8.2 | 0.8 | -0.0606
CC1CCCC(C)N1C(=O)COC(=O)c1ccc2c(c1)OCO2 (centres undefined) | -0.355 | 2.9 | -8.2 | 0.4 | 89.7 | -4.7 | 4.5 | -0.5 | -0.129
COc1ccc(-c2ccc(NCCC3=CCCCC3)nn2)cc1OC | 0.791 | 9.1 | nt | nt | 98.8 | 14.0 | nt | 1.1 | 0.0845
CCC(=O)N1c2ccc(S(=O)(=O)CCC(=O)N3CCn4c3nc3ccccc34)cc2CC1C (centres undefined) | -3.3* | -3.2 | -23.6 | -0.1 | -14.5* | -2.3 | -0.2 | -0.1 | 0.614
COC(=O)[C@H](Cc1ccccc1)NC(=O)NCCc1ccc(S(N)(=O)=O)cc1 | 0.623 | 16.7 | 1.9 | -0.3 | 87.9 | 0.3 | -5.0 | -0.4 | -0.0267
Cc1cc(NC(=O)COc2cccc(C)c2C)no1 | 0.182 | 15.6 | -7.6 | -0.2 | 86.5 | -5.9 | -5.6 | 0.7 | -0.135
Cc1ccc(-c2nnn(CC(=O)N(Cc3ccco3)C(C(=O)NC(C)(C)C)c3cccs3)n2)o1 (centres undefined) | 0.0824 | 2.6 | -3.1 | 0.6 | 83.2 | 0.8 | -5.7 | 0.2 | -1.14

An excerpt of these results, as labelled records:
COc1ccc(CNC(=O)CCCNS(=O)(=O)c2cccc3nonc23)cc1
  M1 antag = -0.416
  HEK293 NFkB inh = 20.7
  S1P1 ag pot = nt
  S1P3 agonist = nt
  HER2 expr 66K = 119.0
  5HT1E antag = -3.4
  Jurkat tox 60K = nt
  5HT1E ag = -0.7
  M1 agonist = -1.08
Cc1ccc(-c2nn3c(-c4ccco4)nnc3c3ccccc23)cc1S(=O)(=O)NCC1CCCO1 (centres undefined)
  M1 antag = -0.951
  HEK293 NFkB inh = 25.3
  S1P1 ag pot = -11.8
  S1P3 agonist = -0.8
  HER2 expr 66K = 65.8
  5HT1E antag = 14.7
  Jurkat tox 60K = 6.9
  5HT1E ag = -0.1
  M1 agonist = 5.26*

Back to the main list with the two entries that preceded the break.
SMILES | M1 antag | HEK293 NFkB inh | S1P1 ag pot | S1P3 agonist | HER2 expr 66K | 5HT1E antag | Jurkat tox 60K | 5HT1E ag | M1 agonist
Cc1cc(NC(=O)COc2cccc(C)c2C)no1 | 0.182 | 15.6 | -7.6 | -0.2 | 86.5 | -5.9 | -5.6 | 0.7 | -0.135
Cc1ccc(-c2nnn(CC(=O)N(Cc3ccco3)C(C(=O)NC(C)(C)C)c3cccs3)n2)o1 (centres undefined) | 0.0824 | 2.6 | -3.1 | 0.6 | 83.2 | 0.8 | -5.7 | 0.2 | -1.14
COc1ccc(N(CC(=O)NCc2ccco2)S(=O)(=O)c2ccc(OC)c(OC)c2)cc1 | 1.23 | 12.6 | -37.3 | -1.5 | 115.9 | 4.7 | -4.5 | 0.3 | -0.304
COc1cccc(-c2nnc(NC(=O)c3cccc(F)c3)o2)c1 | 0.148 | 3.8 | -5.0 | 0.2 | 95.6 | -17.6 | 2.6 | 0.7 | -0.516
CCN1C(=O)c2cccc3c(S(=O)(=O)Nc4ncccc4C)ccc1c23 | 0.197 | 20.3 | -57.4 | -0.5 | 97.1 | 16.8 | 7.8 | 0.7 | -0.0274
C=CCn1c(=O)c2c(nc3n2CC(C)CN3c2cccc(OC)c2)n(C)c1=O (centres undefined) | 0.256 | 12.9 | -31.6 | -0.8 | 75.2 | 10.3 | 1.5 | 0.5 | 1.94*
Cn1c(NC(=O)c2ccc(Br)o2)cc(=O)n(C)c1=O | 0.338 | -1.3 | nt | -0.9 | 100.9 | 13.7 | -5.7 | 0.2 | -0.0373

Compound activity: PubChem BioAssay, several laboratories
